# Compound activity deposited in PubChem by Broad Institute.
# Casp6 inh: caspase-6 (human) enzyme inhibition. P55212. purified caspase-6, Z-VEID-R110 cleavage fluorescence. inhibition, % at 12.5 µM. actives 0.53% (n = 350,000);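 active = mean inhibition across replicates at least about 35%, with every replicate also reaching that limit, limit read from the data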;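 note: 0% = median of neutral control wells and 100% = no fluorescence left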
# Target sequence (P55212 24-179 limits assumed): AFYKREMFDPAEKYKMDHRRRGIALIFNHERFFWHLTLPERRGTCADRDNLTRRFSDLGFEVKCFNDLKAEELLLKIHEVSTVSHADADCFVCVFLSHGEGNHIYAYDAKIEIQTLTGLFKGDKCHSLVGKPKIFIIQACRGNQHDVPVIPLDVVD
# Target sequence (P55212 194-293 limits assumed): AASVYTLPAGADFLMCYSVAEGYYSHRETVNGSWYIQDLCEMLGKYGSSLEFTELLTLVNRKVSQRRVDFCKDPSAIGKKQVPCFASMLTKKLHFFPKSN
# esBAF inh: SWI/SNF esBAF complex inhibition; mouse ES cells, Bmi1-luciferase knock-in reporter, 24 h; 100% = twice the neutral-well signal; actives 2% (n = 350,000); reporter increase, % at 12.5 µM; AID 602393; in the data active = activation above about 40%;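 note: 0% = median of the plate's neutral control wells and 100% = double that signal; a rise in the Bmi1 reporter signal indicates esBAF inhibition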
# ARNT TACC3 PPI: ARNT/TACC3 interaction disruption; Q9Y6A5; actives 0.66% (n = 390,000); AlphaScreen His-ARNT PAS-B/GST-TACC3 binding, luminescence; TACC3 fragment carries E629A point mutation; inhibition, % at 9.99 µM; AID 623870;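 active = mean inhibition of replicates at least 50% and at least half of replicates each reaching 50%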;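 note: 0% = complete ARNT plus TACC3 wells and 100% = ARNT alone without TACC3; many hits fall short of the cut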
# RAD54 inh: RAD54 (human) branch migration inhibition; Q92698; RAD54 Holliday junction branch migration, FAM/BHQ fluorescence; inhibition, % at 10.4 µM; actives 0.14% (n = 360,000);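 active = mean normalized replicate activity at least 40 and at least half of replicates scoring 40 or more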;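 note: 0% = median of neutral control wells and 100% = median of positive control wells; inhibitors cause a drop in the FAM fluorescence signal; in these data hits start at about 50%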
# E-sel inducer: induces E-selectin expression in human endothelial cells; HUVEC E-selectin immunofluorescence imaging; normalized: neutral wells 0, TNF-alpha wells 100; activation, % at 7.58 µM; actives 0.37% (n = 260,000); P16581; AID 686992;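 active = mean E-selectin-positive cell signal at least 10% of the positive control, reached in at least 60% of replicates, without over 20% cell loss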;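 note: in these data hits start at about 27%; measured in HUVEC primary endothelial cells; signal is the percent of cells scored E-selectin positive by PE staining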
# Target sequence (P16581 whole entry, looked up): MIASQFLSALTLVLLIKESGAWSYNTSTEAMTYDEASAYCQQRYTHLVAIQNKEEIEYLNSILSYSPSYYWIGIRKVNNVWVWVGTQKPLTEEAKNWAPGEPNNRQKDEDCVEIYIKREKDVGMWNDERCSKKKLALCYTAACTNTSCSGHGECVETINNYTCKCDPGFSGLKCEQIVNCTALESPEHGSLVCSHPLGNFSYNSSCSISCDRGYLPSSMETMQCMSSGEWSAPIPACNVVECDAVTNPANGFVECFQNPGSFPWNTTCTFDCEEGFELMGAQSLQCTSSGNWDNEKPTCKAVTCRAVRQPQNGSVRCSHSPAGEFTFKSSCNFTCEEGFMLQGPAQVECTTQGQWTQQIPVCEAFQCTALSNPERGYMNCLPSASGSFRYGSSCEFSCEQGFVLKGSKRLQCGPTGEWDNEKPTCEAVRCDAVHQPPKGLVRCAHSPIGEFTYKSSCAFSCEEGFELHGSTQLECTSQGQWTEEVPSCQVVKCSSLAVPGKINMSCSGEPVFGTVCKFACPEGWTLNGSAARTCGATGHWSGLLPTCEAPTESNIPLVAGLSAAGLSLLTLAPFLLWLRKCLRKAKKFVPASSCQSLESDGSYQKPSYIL
#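 Assay system: HUVEC, human umbilical vein endothelial cells / Amount: 3,000 HUVEC/well / Controls: TNF-alpha positive control, DMSO neutral control / Compound dosing: single concentration / Medium: EGM-2 over gelatin coat / Evaluation: percent E-selectin-positive cells / Signal: immunofluorescence imaging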
# RAD52 anneal inh: inhibitors of human RAD52 DNA annealing; P43351; recombinant RAD52 DNA annealing, FRET fluorescence; inhibition, % at 18.7 µM; actives 0.46% (n = 360,000); AID 651710;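 active = every replicate showing at least 50% inhibition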
# PglD inh: inhibitors of Campylobacter jejuni PglD acetyltransferase | purified PglD enzyme, DTNB colorimetric CoA detection | inhibition, % at 12.5 µM | actives 0.098% (n = 360,000); in the data active = inhibition above about 16%, passing the limit was not always enough; note: strong numbers were not always called active
# ERp5 block: blocks human ERp5 reductase activity on insulin; Q15084; actives 0.05% (n = 350,000); ERp5 insulin aggregation, absorbance 650 nm, 90 min; AID 651711; inhibition, % at 9.99 µM;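 active = mean replicate inhibition above about 25%, with every replicate also reaching it, limit read from the data, passing the limit was not always enough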
# * marks the source's active call; other numbers are inactive results; · = no result given.
SMILES,Casp6 inh,esBAF inh,ARNT TACC3 PPI,RAD54 inh,E-sel inducer,RAD52 anneal inh,PglD inh,ERp5 block
Cc1noc(C)c1-c1ccc(C(=O)NC2CCCCC2)c2occc12,0.6,52.9*,·,-9.1,-0.5,2.6,-0.3,-4.7
CC(C)(C)c1ccc(C(=O)NC(=S)N2CCCCCC2)cc1,-4.2,·,10.0,-18.3,-0.1,-1.0,5.8,-3.6
Cc1ccc(C(=O)Nc2cccc3ccccc23)o1,0.2,·,·,-0.4,·,-12.8,0.1,0.5
COCC1CCCN(Cc2cn(Cc3ccccc3)nc2-c2cc3ccccc3o2)C1 (stereo not given),-4.5,-7.5,4.9,2.4,0.7,-33.7,-3.4,2.1
COC(=O)C1=C(C)N(Cc2ccccc2)C(=NCCc2ccccn2)N[C@H]1c1cccc(F)c1,0.1,2.4,-2.5,-2.0,0.2,-29.8,3.4,2.2
COc1ccc(C)cc1NC(=O)C1CCCN(S(=O)(=O)c2cnc[nH]2)C1 (stereo not given),3.2,1.8,1.2,-3.3,·,13.3,-2.2,-1.5
CCc1ccc(-c2nc(CN3CCC(C(=O)NCCN(CC)c4ccccc4)CC3)c(C)o2)cc1,·,-5.6,30.1,-3.4,-2.3,·,2.1,·
C(=N\Nc1nc2ccccc2[nH]1)/c1cccc2cccnc12,-1.0,·,60.7*,6.4,·,0.1,1.6,-0.2
O=C(O)c1cc(S(=O)(=O)NCc2ccco2)c(Cl)cc1Cl,·,-7.4,-2.1,-0.6,·,·,-4.7,·
CCNC(=O)C[C@@H]1C=C[C@H](NC(=O)C2CCOCC2)[C@H](CO)O1,0.4,-1.2,3.8,5.8,-0.5,-7.3,0.7,3.8
COc1cc([N+](=O)[O-])cc(/C=N/NC(=O)CSc2ccccn2)c1O,1.2,·,38.8,·,·,-25.8,·,0.1
CCn1c(COc2cc(C)ccc2C(C)C)nnc1SCC(=O)Nc1nccs1,-4.6,·,-3.6,·,2.0,-5.4,·,-0.8
CCOc1ccc(NC(=O)CN(C)C(=O)CCCOc2ccc(Cl)c(C)c2)cc1OCC,-0.8,·,-3.4,-2.2,·,-6.0,0.0,0.2
O=S(=O)(c1ccccc1)N1CCN(C(=S)Nc2ccc(Br)cc2)CC1,-3.8,3.9,0.3,-4.3,·,-6.0,-2.6,-1.5
CN(C)c1ccc(/C=C2/SC(=O)N(CCN=C3NS(=O)(=O)c4ccccc43)C2=O)cc1,0.1,·,-3.4,0.2,-2.7,-87.9,1.6,8.1
CN(CC(=O)Nc1ccccc1N1CCCC1)S(=O)(=O)c1ccc(F)cc1,-127.3,-8.7,5.1,5.4,·,16.1,-6.4,-0.4
OCCN1CCN(CC#CCC(c2ccccc2)c2ccccc2)CC1,16.3,6.7,3.9,5.9,1.7,-12.7,0.0,0.1
Cc1c(C(=O)OCC(=O)N2CC(=O)Nc3ccccc32)oc2ccccc12,·,2.5,-2.6,5.4,·,·,-4.5,·
COc1ccccc1NC(=O)c1ccc(S(=O)(=O)N2CCOCC2)cc1,·,-13.6,-1.7,-15.6,·,·,0.3,·
C[C@H](CO)N1C[C@H](C)[C@H](CN(C)C(=O)C2CCC2)Oc2ncc(/C=C/c3ccccc3)cc2C1=O,0.1,-1.5,3.2,-4.0,1.5,-1.1,-14.6,8.8
CCCC#Cc1cnc2c(c1)C(=O)N([C@@H](C)CO)C[C@@H](C)[C@@H](CN(C)S(=O)(=O)c1cccc(OC)c1)O2,1.3,2.8,-1.0,-14.0,-0.2,2.5,3.8,20.4
COc1ccc(NC(=O)Nc2ccc3c(c2)C(=O)N([C@H](C)CO)C[C@H](C)[C@H](CN(C)C(=O)c2ccccc2)OCCCC[C@H](C)O3)cc1,1.6,-3.6,-4.1,-7.6,-0.6,-3.6,-4.5,24.1
Cc1noc(C)c1NC(=O)N(C)C[C@H]1Oc2ccc(NC(=O)c3ccncc3)cc2CC(=O)N([C@@H](C)CO)C[C@H]1C,-1.6,-2.7,20.5,11.2,·,-7.6,1.9,-1.0
O=C(Nc1ccc(Br)cc1)c1ccccc1CC[N+](=O)[O-],·,-0.2,0.4,8.3,·,·,2.5,·
Cc1cnc(C(=O)OCc2ccc(Br)cc2)cn1,0.0,4.4,1.2,-1.0,0.0,-16.4,2.0,0.2
CC1(C(=O)Nc2cnc3ccccc3c2)CCN1Cc1cc2ccccc2o1 (stereo not given),-1.0,8.0,·,-2.9,0.4,-27.9,-6.0,-4.8
OCCCNc1nnc(-c2ccccc2)c2ccccc12,-2.4,6.0,5.8,-7.9,-0.3,-4.7,-1.1,-0.6
CCc1ccc(NC(=O)Cn2cnc3c(=O)n(C)c(=O)n(C)c32)cc1,0.9,·,6.7,·,·,-15.2,·,4.6
CCOC(=O)N1CCN(C(=O)CCCn2c(=S)[nH]c3ccc(Br)cc3c2=O)CC1,·,-4.1,0.8,2.0,·,·,-0.4,·
Cc1ccc(-c2noc(CCCC(=O)NC3CCCC3)n2)cc1,-1.7,-20.9,1.4,-9.0,0.1,-14.1,3.5,-0.3

# Reformatted: results already given
> OCCCNc1nnc(-c2ccccc2)c2ccccc12
  Casp6 inh: -2.4
  esBAF inh: 6.0
  ARNT TACC3 PPI: 5.8
  RAD54 inh: -7.9
  E-sel inducer: -0.3
  RAD52 anneal inh: -4.7
  PglD inh: -1.1
  ERp5 block: -0.6

> CCc1ccc(NC(=O)Cn2cnc3c(=O)n(C)c(=O)n(C)c32)cc1
  Casp6 inh: 0.9
  esBAF inh: ·
  ARNT TACC3 PPI: 6.7
  RAD54 inh: ·
  E-sel inducer: ·
  RAD52 anneal inh: -15.2
  PglD inh: ·
  ERp5 block: 4.6

# (next part)
SMILES,Casp6 inh,esBAF inh,ARNT TACC3 PPI,RAD54 inh,E-sel inducer,RAD52 anneal inh,PglD inh,ERp5 block
C[C@@H]1CN([C@H](C)CO)C(=O)CCCn2cc(nn2)CO[C@@H]1CN(C)C(=O)Nc1ccc(C(F)(F)F)cc1,2.3,0.3,-0.2,-5.2,0.1,7.5,-2.1,1.9
COc1ccc(S(=O)(=O)NCCSC(C)(C)C)cc1,·,-5.4,-12.4,3.6,·,·,2.6,·
CCOC(=O)c1cnc2c(-c3ccccc3OC)c(C)nn2c1C,-0.3,·,-1.7,·,·,-10.4,·,-3.7
C#Cc1ccc([C@@H]2C=C(C(=O)NCc3ccccc3)O[C@H](OCCCCO)C2)cc1,0.2,0.6,-1.1,8.0,1.4,-15.9,-3.9,-2.3
C/C(=N\NC(=O)c1nn(C)cc1Br)c1cccc(NC(=O)C2CCCC2)c1,·,6.6,0.1,-5.3,·,·,0.1,·
O=C(COC(=O)C1CCN(S(=O)(=O)c2ccc3c(c2)OCCO3)CC1)Nc1cc(C(F)(F)F)ccc1Cl,-2.3,·,-3.0,·,-2.8,-5.6,·,4.7
COCC#Cc1ccc2c(c1)O[C@H](CN(C)C(=O)c1ccccc1)[C@@H](C)CN([C@@H](C)CO)S2(=O)=O,-2.3,-1.9,-4.3,2.6,0.8,-4.6,2.0,1.5
COc1ccc(N(CC(=O)NCCSc2ccccn2)S(=O)(=O)c2ccccc2)cc1Cl,1.6,-5.9,5.7,-11.8,·,-19.4,-4.2,0.2
Cc1ccc(CNC(=O)C2CCN(c3nn4c(=O)cc(C)nc4s3)CC2)cc1,0.7,9.3,8.9,-2.7,0.3,-36.1,-3.2,-4.9
CCCOc1ccc(C(CC(=O)O)NS(=O)(=O)c2ccc(NC(C)=O)cc2)cc1 (stereo not given),1.1,-3.9,·,-0.6,·,-6.2,2.7,-8.8
COc1ccc(NC(=O)C2CCN(c3cc(C)nc(-c4ccccc4)n3)CC2)cc1,·,-0.7,-24.6,-5.3,·,·,5.9,·
O=C(O)C(=Cc1ccc([N+](=O)[O-])cc1)c1cccc(Cl)c1,2.0,·,·,·,0.3,-3.7,·,4.1
O=C(/C=C/c1ccccc1)NCCSc1ccc(Cl)cc1,·,-6.9,2.0,1.8,·,·,0.0,·
COc1cccc(-c2csc(N3CCN(C(=S)Nc4ccc(Cl)cc4)CC3)n2)c1,-3.0,26.2,-0.2,7.5,·,-29.3,2.8,5.3
COc1ccccc1C#Cc1cnc2c(c1)C(=O)N([C@H](C)CO)C[C@@H](C)[C@@H](CN(C)C)O2,-2.0,-5.5,-2.0,-0.7,0.9,34.3,1.9,5.2
NC(=O)C1(Nc2ccccc2Cl)CCCC1,-2.1,0.9,-1.2,1.1,0.3,-12.7,-5.0,0.3
NC(=O)c1cc(S(=O)(=O)Nc2ccccc2)cs1,-0.6,-6.2,1.2,6.1,0.2,-7.0,1.2,3.1
CCOC(=O)Cn1c2c(c(=N)c3c1CCC3)CCCC2,2.0,5.2,·,1.8,·,-12.3,-1.8,-2.1
CCC1CCCCN1C(=O)c1cc2c(=O)n3cccc(C)c3nc2s1 (stereo not given),·,36.9,-1.5,3.8,·,·,-2.7,·
CCN(CC)C(=O)CN(c1cc2c(cc1OC)oc1ccccc12)S(=O)(=O)c1ccccc1,·,4.8,1.3,2.5,·,·,0.8,·
O=C(NCCN1C(=O)S/C(=C/c2cccnc2)C1=O)C1=NN(c2ccccc2)C(=O)CC1,2.1,-1.2,14.7,-8.4,-2.1,-8.5,-0.7,·
Oc1ccc(/C=C/c2ccc3ccccc3n2)cc1,1.1,-38.8,-12.0,14.7,-1.4,-22.9,-11.1,1.5
CCCCC(O)(C(NC=O)C(=O)OC)C(F)(F)F (stereo not given),·,1.1,-16.5,-10.3,·,·,0.3,·
CN(CCc1ccccn1)Cc1ccc(Cl)cc1Cl,·,4.7,2.3,0.2,·,·,-1.0,·
O=C(c1cc2cc(Cl)ccc2o1)N1CCCCCC1,4.9,65.0*,-1.7,-3.8,0.3,-2.1,-1.2,-4.8
O=C(C1CCCC1)N1CC2(C1)[C@@H](c1ccccc1)[C@H](CO)N2Cc1ccccc1F,-6.7,·,·,·,0.0,-13.1,·,0.1
CCC(C)(C)C1CCC(=NNC(=S)Nc2cccnc2)CC1 (stereo not given),·,0.1,3.3,-2.7,-2.8,-17.8,-8.2,2.1
Cc1nnc(C)c2c(C)n(-c3ccc(Cl)c(N)c3)c(C)c12,-1.7,2.5,2.5,18.6,-0.1,4.8,7.0,-1.0
COC(=O)c1ccc2nc(C(C)(C)C)c(Cc3ccc(OC)cc3C)n2c1,-0.5,4.2,·,-4.5,·,-26.5,0.0,-11.3
O=C(O)c1ccccc1CSc1ncn[nH]1,·,-6.0,2.9,-1.3,·,·,-5.6,·
CCCCC(CC)COP(=O)(OCC(CC)CCCC)OCC(CC)CCCC (stereo not given),-3.8,9.9,·,-8.9,·,-5.1,-4.0,2.8
Cc1nc(N2CCN(c3ccccn3)CC2)c2c(C)c(C(=O)Nc3c(C)cc(Br)cc3C)sc2n1,1.8,5.3,-0.3,1.3,4.4,-13.0,-5.0,11.8
Cc1c(NC(=O)C(C)N2C(=O)NC3(CCC(C)CC3)C2=O)c(=O)n(-c2ccccc2)n1C (stereo not given),-0.6,·,-13.5,·,4.2,-6.5,·,1.0
O=C(NCC[C@@H]1CC[C@H](NS(=O)(=O)c2ccccc2)[C@H](CO)O1)c1cc(Cl)cc(Cl)c1,0.2,-0.7,-8.4,0.5,-0.2,6.9,0.2,1.7
CCc1nn(C(CC)C(=O)NCC(C)c2ccccc2)c(=O)c2cc3occc3n12 (stereo not given),0.3,3.2,-0.1,3.6,·,-15.4,-1.1,-7.5
COc1cccc(CN(C)CC(=O)Nc2sc3c(c2C#N)CCC3)c1,0.0,·,-2.8,·,1.3,-17.0,·,2.1
CS(=O)(=O)c1nc(-c2ccc(Br)cc2)cc(-c2ccccc2)c1C#N,·,-11.9,-7.6,6.6,·,·,-2.6,·
